From PubChem BioAssay
PPARg SRC2 recr – agonists of PPARg-SRC-2 recruitment, primary screen, biochemical, HTS; Peroxisome proliferator-activated receptor gamma (Homo sapiens), P37231; PPARgamma LBD-SRC-2 recruitment; activation, % at 8 µM; hit rate 0.34% among 200,000; in the data active means activation above about 22%;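 further: 0% = vehicle and 100% = reference agonist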
STAT3 blocker – IL-6 driven STAT3 reporter inhibitors, primary screen, U3A cells, luciferase, luminescence, MLSCN library; IL-6 STAT3-luciferase reporter; host cell line lacks STAT1; inhibition, % at 5.5 µM; hit rate 0.89% among 190,000; AID 862, 2007;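 active means inhibition above the mean inhibition across all screened compounds plus 3 SD, cut at about 44% in these data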;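 further: 0% = DMSO only wells and 100% = 100 µM nifuroxazide control wells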
TR-FRET SRC-2 ct – TR-FRET signal artefacts, primary screen, artefact control for PPARgamma SRC-2 agonist project, biochemical | TR-FRET artefact counter-screen; stronger effect = higher value | TR-FRET ratio at 8 µM | hit rate 0.4% among 200,000 | AID 1049, 2008; in the data active means TR-FRET ratio above about 2000; further: inactives centre near 1500
bIAP inh – bovine intestinal alkaline phosphatase inhibitors, primary screen, selectivity assay for TNAP inhibitor project, biochemical, bovine IAP, CDP-star luminescence. alkaline phosphatase, intestinal [Bos taurus]. purified bovine IAP, 30 min. inhibition, % at 20 µM. 190,000 tested, under 10 active;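 active means over 50% inhibition of intestinal alkaline phosphatase at 20 µM in the single-dose screen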
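test system = bovine IAP enzyme | medium = DEA buffer 100 mM, pH 9.8, with MgCl2 1.0 mM, ZnCl2 0.02 mM | detection = luminescence | dosing = single compound dose of 20 µM, 2% DMSO final | incubation = 30 min reaction at room temperature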
STAT1 inh – STAT1 signaling inhibitors, primary screen, cell-based, HTS, luciferase reporter. NIH 3T3 STAT1-luciferase reporter, IFN-gamma, luminescence. hit rate 0.35% among 200,000. inhibition, % at 5.5 µM;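 active means inhibition above a set limit, the mean inhibition across all tested compounds plus 3 SD, cut at about 34% in these data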;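 further: 0% = IFN-gamma with DMSO and 100% = IFN-gamma with 300 µM nifuroxazide; values of inactives mirror those of a sister screen read the other way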
STAT3 activator – IL-6 driven STAT3 reporter potentiators, primary screen, U3A cells, luciferase, luminescence, MLSCN library; hit rate 0.91% among 190,000; IL-6 STAT3-luciferase reporter; 100% = signal with IL-6 EC80 alone; AID 871, 2007; activation (% of control), % at 5.6 µM;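 active means activation above the screen-wide mean of compound activation plus 3 SD, cut at about 130% in these data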;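 further: 0% = background luminescence of wells with medium and substrate only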
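Test system: human U3A cells carrying STAT3-luciferase construct; control set: IL-6-only wells as 100% reference; timing: compound pre-incubation 1 h before IL-6, then 6 h stimulation at 37 °C; also added: IL-6 stimulus at 33 ng/mL final; evaluation: % activation versus median of IL-6-stimulated wells; detection: reporter luminescence signal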
PPARg SRC-3 ag – PPARgamma agonists recruiting SRC-3 coactivator, primary screen, biochemical. Peroxisome proliferator-activated receptor gamma (Homo sapiens), P37231. biochemical PPARgamma/SRC-3 coactivator recruitment assay. activation, % at 8 µM. hit rate 0.26% among 200,000. AID 731, 2007; in the data active means activation above about 23%;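 further: 0% = DMSO and 100% = reference agonist; some compounds past the cut are filed as inactive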
ROMK primary – ROMK potassium channel modulators, primary screen, cell-based, thallium flux, MLSMR library | B-score at 10 µM | ATP-sensitive inward rectifier potassium channel 1 (Homo sapiens), P48048 | hit rate 2% among 130,000 | AID 1918, 2009 | Tet-inducible ROMK, thallium flux fluorescence; actives lie on both sides;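 active means signal ratio slope over the read window, or its plate-corrected B-score, at least 3 SD from the plate mean, either direction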;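 further: B-score of the F/F0 ratio slope over 7 to 12 s after thallium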
Target sequence (P48048 whole entry, looked up): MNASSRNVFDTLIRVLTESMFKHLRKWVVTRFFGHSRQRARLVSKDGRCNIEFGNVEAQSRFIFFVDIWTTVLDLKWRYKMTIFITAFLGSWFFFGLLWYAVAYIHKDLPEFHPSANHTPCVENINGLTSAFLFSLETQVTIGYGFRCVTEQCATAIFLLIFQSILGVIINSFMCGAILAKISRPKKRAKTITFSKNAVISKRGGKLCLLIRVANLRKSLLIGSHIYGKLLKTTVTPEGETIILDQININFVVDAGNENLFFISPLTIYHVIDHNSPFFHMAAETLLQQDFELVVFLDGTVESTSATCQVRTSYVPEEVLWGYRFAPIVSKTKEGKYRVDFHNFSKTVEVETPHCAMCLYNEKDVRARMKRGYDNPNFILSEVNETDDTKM
TNAP act hi DEA – TNAP activators at high phosphate acceptor level, primary screen, biochemical, luminescence, uHTS; purified TNAP, CDP-star luminescence, 1 M DEA, 30 min; stronger effect = higher value; 0 = EDTA background, 1 = DMSO-only activity; 200,000 tested, under 10 active; activation factor at 20 µM;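 active means activation factor at least 2 at 20 µM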
Target sequence (P05186 whole entry, looked up): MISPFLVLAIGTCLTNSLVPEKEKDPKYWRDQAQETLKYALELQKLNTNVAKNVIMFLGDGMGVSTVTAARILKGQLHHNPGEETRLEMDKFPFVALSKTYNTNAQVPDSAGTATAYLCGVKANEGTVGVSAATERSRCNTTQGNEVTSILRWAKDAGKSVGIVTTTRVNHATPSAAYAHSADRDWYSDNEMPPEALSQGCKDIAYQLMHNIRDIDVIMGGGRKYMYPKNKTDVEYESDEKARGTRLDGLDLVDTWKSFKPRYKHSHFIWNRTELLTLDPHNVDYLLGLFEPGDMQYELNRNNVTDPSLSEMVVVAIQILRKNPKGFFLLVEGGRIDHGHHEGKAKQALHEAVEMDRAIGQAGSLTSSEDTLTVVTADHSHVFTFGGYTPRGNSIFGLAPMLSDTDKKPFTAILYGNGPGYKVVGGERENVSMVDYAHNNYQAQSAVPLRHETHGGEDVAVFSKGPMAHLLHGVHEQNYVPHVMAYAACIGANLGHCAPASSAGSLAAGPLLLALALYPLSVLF
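system = human TNAP | amount = enzyme diluted 1/800 final | reagent = 100 µM CDP-star substrate | signal = luminescent substrate turnover signal | dosing = one dose, 20 µM | benchmarks = EDTA negative control, DMSO positive control | measure = activation factor | timing = 30 min reaction, room temperature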
PPARg SRC-1 ag – PPARgamma agonists recruiting SRC-1 coactivator, primary screen, biochemical; Peroxisome proliferator-activated receptor gamma (Homo sapiens), P37231; PPARgamma-SRC-1 coactivator recruitment biochemical assay; activation, % at 8 µM; hit rate 0.41% among 200,000; in the data active means activation above about 19%;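 further: 0% = DMSO and 100% = reference agonist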
bIAP act – bovine intestinal alkaline phosphatase activators, primary screen, biochemical, bovine IAP, CDP-star luminescence; activation factor at 20 µM; purified bovine IAP, 30 min; stronger effect = higher value; fold of DMSO-control signal, blank-subtracted; alkaline phosphatase, intestinal [Bos taurus]; hit rate 0.17% among 200,000;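 active means activation factor of 2 or more at 20 µM, a signal rise over negative controls twice the positive control's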
Active calls of the source: *; / = not tested or not shown.

1: CCSCCOC(=O)C1=C(C)NC(=O)NC1c1ccc2c(c1)OCO2 (stereo unspecified)
2: O=C1CC(c2ccccc2)=NN1c1nc(-c2ccccc2)cs1
3: CC(Sc1nc(=O)cc(N)n1CCc1ccccc1)C(=O)NCc1ccccc1 (stereo unspecified)
4: CCn1nnnc1-c1ccc(OC)c(S(=O)(=O)Nc2ccc(OC)cc2)c1
5: COc1ccccc1-n1ccnc1SCC(=O)NCc1ccco1
6: Cc1ccc(N=Nc2[nH]c3ccccc3c2O)cc1
7: COc1ccccc1OCC#CCNC1CCCCC1C (stereo unspecified)
8: Cc1ccc(NC(=O)c2cc(NC(=O)CCCC(=O)O)ccc2Cl)cc1Cl

Compound	1	2	3	4	5	6	7	8
PPARg SRC2 recr	-7	6	8	2	7	13	-3	9
STAT3 blocker	14	-3	4	6	14	-66	7	12
TR-FRET SRC-2 ct	1575	1656	1574	1522	1520	1530	1375	1498
bIAP inh	9	-41	3	2	5	-6	-7	-5
STAT1 inh	7	-13	10	6	0	-32	-11	-2
STAT3 activator	95	103	101	98	95	171*	101	99
PPARg SRC-3 ag	3	7	2	8	-2	6	1	-1
ROMK primary	/	0.47	-0.35	/	0.25	-4.8*	0.23	/
TNAP act hi DEA	1.1	1	1	1	1	0.9	1.1	1.1
PPARg SRC-1 ag	-4	15	8	-2	9	-2	3	3
bIAP act	0.9	1.4	1	1	0.9	1.1	1.1	1

9: O=C(CCN1C(=O)c2ccccc2C1=O)N1CCCCCC1
10: O=C(Nc1nc(-c2ccc(Oc3ccccc3)cc2)cs1)C1=COCCO1
11: COc1ccccc1NCC(=O)N/N=C/c1cccnc1
12: COc1ccc(C2C3=C(CC(C)(C)CC3=O)OC(N)=C2[N+](=O)[O-])cc1 (stereo unspecified)
13: Cc1cc2oc(C(=O)Nc3ccc(S(=O)(=O)N4CCCC(C)C4)cc3)cc(=O)c2cc1Cl (stereo unspecified)
14: Cc1c(C(=O)NC(C)c2ccncc2)oc2ccccc12 (stereo unspecified)
15: O=C1C(C=Nc2ccc(F)cc2)=C(O)c2ccccc21
16: COCCn1c(=NC(=O)/C=C/c2ccccc2Cl)sc2cc(NC(C)=O)ccc21

Compound	9	10	11	12	13	14	15	16
PPARg SRC2 recr	1	-1	3	0	-4	7	-6	4
STAT3 blocker	2	6	7	-6	-7	10	51*	7
TR-FRET SRC-2 ct	1502	1391	1670	1523	1576	1764	1582	1782
bIAP inh	7	6	4	-19	-14	6	-6	2
STAT1 inh	-7	7	-5	-5	-4	10	-51	6
STAT3 activator	100	94	98	103	105	96	59	92
PPARg SRC-3 ag	-7	0	3	-2	-2	2	1	4
ROMK primary	/	/	-0.93	0.23	/	/	0.00084	-0.24
TNAP act hi DEA	1	1	1.1	1.1	1	1	1	1
PPARg SRC-1 ag	5	-7	8	2	-5	0	3	5
bIAP act	0.9	0.9	1	1.2	1.1	0.9	1.1	1

17: O=S(=O)(NCc1cccnc1)c1cccn1-c1ncc(C(F)(F)F)cc1Cl
18: O=C(NCC1CCCO1)c1ccc2c(=O)n(-c3ccccc3)c(=S)[nH]c2c1 (stereo unspecified)
19: COc1cc(CN2CCN(CCOCCO)CC2)cc(OC)c1OC
20: Cc1ccc(N(CC(=O)N/N=C/c2ccc(OC3CSC3)cc2)S(=O)(=O)c2ccccc2)c(C)c1
21: Cc1cc(=O)[nH]c2c(C)c(Cl)ccc12
22: CCCN(CCC)C(=O)CSc1nc2ccccc2c(=O)n1C1CCCC1
23: CCOc1ccc(Br)cc1S(=O)(=O)N1CCC(C(=O)O)CC1
24: O=C(c1cccnc1)N1N=C(c2cccs2)CC1c1ccc(F)cc1 (stereo unspecified)

Compound	17	18	19	20	21	22	23	24
PPARg SRC2 recr	-7	0	-6	-2	2	4	1	-2
STAT3 blocker	24	8	3	-10	12	18	6	0
TR-FRET SRC-2 ct	1456	1585	1620	1401	1634	1499	1690	1360
bIAP inh	9	3	2	14	8	-3	10	1
STAT1 inh	15	2	0	-13	0	14	5	-3
STAT3 activator	83	95	99	104	94	88	104	112
PPARg SRC-3 ag	0	5	2	-2	-8	8	6	1
ROMK primary	-0.87	0.3	/	/	/	-2.8	-0.03	-1.4
TNAP act hi DEA	1.1	1.1	1	1.1	1	1	1	1
PPARg SRC-1 ag	3	-3	1	0	2	1	-4	-5
bIAP act	0.9	1	1	0.9	0.9	1	0.9	1

25: COc1ccc(OCc2nn3c(-c4cccc(OC)c4)nnc3s2)cc1
26: O=C(CNC(=O)c1ccc(N2C(=O)c3ccccc3C2=O)cc1)OCC(=O)c1cccc2ccccc12
27: CC(=O)Nc1cccc(NC(=S)Nc2ccc(F)cc2F)c1
28: COC(=O)c1ccc(-n2c(C)cc(/C=N/n3cnnc3)c2C)cc1
29: O=[N+]([O-])c1ccc(-c2nc3ccc([N+](=O)[O-])cc3[nH]2)cc1
30: O=C1CSC2=NCN(c3ccc4c(c3)OCO4)CN12
31: CCOC(=O)c1sc(N)c(C(=O)Nc2ccccc2)c1C
32: CCOC(=O)C1=C(CN2c3ccccc3CC2C)NC(=O)NC1c1ccccc1 (stereo unspecified)

Compound	25	26	27	28	29	30	31	32
PPARg SRC2 recr	1	-4	6	4	-1	-8	3	4
STAT3 blocker	8	-2	-7	22	18	-14	9	-5
TR-FRET SRC-2 ct	1580	1401	1583	1706	1503	1524	1395	1674
bIAP inh	10	8	-30	5	12	-3	11	4
STAT1 inh	-15	0	10	9	-35	-8	-24	2
STAT3 activator	96	103	107	87	94	114	96	108
PPARg SRC-3 ag	1	1	2	0	2	-5	3	3
ROMK primary	/	1.3	0.028	/	/	0.07	0.72	/
TNAP act hi DEA	1	1.1	1	1	1	1	1	1.1
PPARg SRC-1 ag	9	-4	7	7	0	2	-1	2
bIAP act	0.9	0.9	1.3	1	0.9	1	0.9	1

33: CCc1ccc(NC(=O)CC2C(=O)Nc3c2c(=O)n(C)c(=O)n3C)cc1 (stereo unspecified)
34: COc1cc(S(=O)(=O)N2CCOCC2)ccc1F
35: COC(=O)c1cn(NC(=O)c2ccccc2[N+](=O)[O-])c(=O)c2ccccc12
36: Cc1cc(NC(=O)c2cccc3ccccc23)cc(C)c1OCC(=O)N1CCOCC1
37: CCN(CCO)Cc1cc(=O)oc2c(C)c(C)ccc12
38: Cc1ccccc1NC(=O)C1CCCN1/C=C/C(=O)C(F)(F)F (stereo unspecified)
39: CC(C)(C)C(C(Oc1ccc(Cl)cc1)n1cncn1)n1nnnc1C(c1cccc(Cl)c1)N1CCCCC1 (stereo unspecified)
40: O=C(Oc1oc(-c2ccco2)nc1C=Nc1ccc(Cl)cc1)c1ccco1
41: CCOC(=O)c1cc2occc2n1CC(=O)NC1CCC(C)CC1 (stereo unspecified)
42: CCn1c(SCC(=O)NNC(=O)c2ccc(C)cc2)nnc1-c1ccco1

Compound	33	34	35	36	37	38	39	40	41	42
PPARg SRC2 recr	4	-6	6	-4	-2	3	16	-5	10	13
STAT3 blocker	2	-4	11	-2	-2	-3	8	15	9	9
TR-FRET SRC-2 ct	1478	1608	1635	1347	1613	1632	1710	1586	1617	1494
bIAP inh	-12	4	8	-1	-11	8	6	0	4	-20
STAT1 inh	-11	3	9	6	-1	2	-10	-18	7	1
STAT3 activator	102	106	95	109	108	98	96	94	97	96
PPARg SRC-3 ag	4	0	0	2	-3	-4	19	-2	-3	1
ROMK primary	/	0.059	0.28	/	/	/	/	/	/	-0.17
TNAP act hi DEA	1	1.1	1	1	1	1.1	1.1	1	1.1	1
PPARg SRC-1 ag	13	-1	7	-4	7	1	5	6	-2	0
bIAP act	1.1	1	0.9	1	1.1	0.9	0.9	1	1	1.2

Part of the list above in order of molar mass, high to low:
39: CC(C)(C)C(C(Oc1ccc(Cl)cc1)n1cncn1)n1nnnc1C(c1cccc(Cl)c1)N1CCCCC1 (stereo unspecified)
42: CCn1c(SCC(=O)NNC(=O)c2ccc(C)cc2)nnc1-c1ccco1
40: O=C(Oc1oc(-c2ccco2)nc1C=Nc1ccc(Cl)cc1)c1ccco1
37: CCN(CCO)Cc1cc(=O)oc2c(C)c(C)ccc12

Compound	39	42	40	37
PPARg SRC2 recr	16	13	-5	-2
STAT3 blocker	8	9	15	-2
TR-FRET SRC-2 ct	1710	1494	1586	1613
bIAP inh	6	-20	0	-11
STAT1 inh	-10	1	-18	-1
STAT3 activator	96	96	94	108
PPARg SRC-3 ag	19	1	-2	-3
ROMK primary	/	-0.17	/	/
TNAP act hi DEA	1.1	1	1	1
PPARg SRC-1 ag	5	0	6	7
bIAP act	0.9	1.2	1	1.1
